From PubChem BioAssay
Tau fluor counter: counter-screen for tau fibril formation inhibitors; tau K18 P301L Alexa594 fluorescence, heparin fibrillization; 280,000 tested, 0.93% active; Potency, µM (top dose mostly 57.7 µM), without a hit: at the top dose activity change, negative = decrease; note: % is set by controls: 0 for no effect and ±100 for the full control effect; nearly all actives have a fitted effect of over 55% in size
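Human tau K18 P301L (15 uM unlabeled, 0.24 uM Alexa 594-labeled) in 100 mM sodium acetate pH 7 with 20 uM heparin, 6 hr at 37 C. ThT 30 uM added, 1 hr ambient; Alexa 594 FP and total fluorescence read at 555/632 nm.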
Tau fibril FP: inhibitors of human tau fibril formation; P10636; K18 P301L tau heparin fibrillization, Alexa594 FP, 6 h; Potency, µM (highest dose often 57.7 µM), for the others: at the highest dose activity, negative = inhibition, actives largely listed as inhibitors; 280,000 tested, 0.39% active; AID 1468; note: % is set by controls: 0 for no effect and ±100 for the full control effect; nearly all actives have a fitted effect of over 55% in size
Target sequence (P10636 561-689 P618L limits assumed): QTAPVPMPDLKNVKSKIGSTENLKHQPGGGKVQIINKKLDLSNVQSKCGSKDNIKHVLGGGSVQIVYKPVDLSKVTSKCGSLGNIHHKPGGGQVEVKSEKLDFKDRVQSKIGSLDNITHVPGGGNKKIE
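FP of Alexa 594-tau after heparin (20 uM) induction. Substrate: human K18 P301L, 15 uM unlabeled, 0.24 uM labeled. Buffer 100 mM sodium acetate pH 7. 6 hr, 37 C.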
GAA inhib: blocks human lysosomal alpha-glucosidase | purified human GAA, 4-MU-alpha-glucoside fluorescence | Potency, µM (titrated, usually from 76.9 µM), without a hit: at the highest dose activity change, negative = inhibition, most hits filed as inhibitors | 200,000 tested, 0.005% active;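 note: plate controls were uninhibited enzyme wells for no effect and no-enzyme background for full effect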
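Compounds are titrated up to 77 uM against 4 nM human enzyme. Substrate 4-methylumbelliferyl-alpha-D-pyranoside (400 uM) reacts 20 min at room temperature in pH 5.0 buffer; liberated 4-methylumbelliferone is read at 440 nm.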
GLA spleen mod: inhibits or activates alpha-galactosidase in human spleen homogenate | human spleen homogenate, 4MU-alpha-Gal fluorescence, 40 min | Potency, µM (doses to about 80 µM), for the others: at the top dose activity change, negative = inhibition, actives largely listed as inhibitors | 240,000 tested, 0.008% active;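 note: 0% = enzyme with vehicle and -100% = no enzyme basal signal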
Target sequence (P06280 32-429 limits assumed): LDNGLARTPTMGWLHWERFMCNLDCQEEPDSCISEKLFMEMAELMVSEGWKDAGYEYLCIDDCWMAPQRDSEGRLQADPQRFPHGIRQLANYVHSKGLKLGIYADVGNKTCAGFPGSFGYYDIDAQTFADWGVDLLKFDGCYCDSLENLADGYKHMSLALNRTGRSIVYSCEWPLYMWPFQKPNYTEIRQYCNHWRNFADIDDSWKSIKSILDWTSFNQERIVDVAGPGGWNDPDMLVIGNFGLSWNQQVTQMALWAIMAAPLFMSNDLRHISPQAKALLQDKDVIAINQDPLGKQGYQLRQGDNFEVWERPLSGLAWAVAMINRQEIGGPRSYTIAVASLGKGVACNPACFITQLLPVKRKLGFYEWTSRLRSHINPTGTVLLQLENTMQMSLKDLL
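Human spleen homogenate (1 ug) was the enzyme source, with 4-methylumbelliferyl-alpha-D-galactopyranoside (1 mM final) in pH 5.0 citrate buffer with 0.01% Tween-20. Compounds were titrated; after 40 min at 37C, NaOH/glycine stop, 4-MU fluorescence read; AC50 from Hill fits.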
GAA spleen mod: inhibits or activates alpha-glucosidase in human spleen homogenate | AID 2112 | P10253 | 240,000 tested, 0.006% active | human spleen homogenate, 4-MU-alpha-glucoside fluorescence | Potency, µM (doses to about 79.9 µM), for inactives: at the highest dose activity change, negative = inhibition, actives largely listed as inhibitors;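 note: 0% = enzyme with vehicle and -100% = no enzyme basal signal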
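Human spleen homogenate (1 ug) with 4-methylumbelliferyl-alpha-D-glucopyranoside (1 mM final) in 50 mM citrate/phosphate pH 5.0, 0.01% Tween-20; 40 min at 37 C. Stopped at pH 10; 4-MU fluorescence Ex 365/Em 440 nm; AC50 by Hill fit.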
Tau ThT inhib: inhibitors of human tau fibril formation, thioflavin T binding; P10636; 270,000 tested, 2.1% active; recombinant tau K18 P301L, heparin-induced fibrillization, ThT fluorescence; Potency, µM (highest dose often 57.4 µM), for the others: at the highest dose activity, negative = inhibition, most hits filed as inhibitors; AID 1460; note: % is set by controls: 0 for no effect and ±100 for the full control effect; nearly all actives have a fitted effect of over 55% in size
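ThT emission at 510 nm, taken 1 hr after adding 30 uM dye, quantifies aggregates formed when 20 uM heparin acts on human tau K18 P301L for 6 hr at 37 C.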
GAA glycogen mod: GAA glycogen-cleavage inhibition or activation | recombinant GAA, glycogen substrate, Amplex Red glucose oxidase fluorescence | AID 2100 | 300,000 tested, 0.38% active | Potency, µM (highest dose often 76.4 µM), inactives show at the top dose activity change, negative = inhibition, hits mostly inhibitors;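 note: 0% = full enzyme reaction and -100% = no-enzyme basal signal; the screen sought inhibitors and activators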
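qHTS, 1536-well; enzyme 4 nM final; cpd up to 77 uM; substrate bovine liver glycogen 30 ug; 50 mM citrate/phosphate pH 5.0, 0.01% Tween-20; 37 C, 40 min; Amplex Red detection 45 min RT; Hill fit → AC50.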
HTT ATP protect: Huntington cell model cytoprotection by ATP luminescence; PC12 HTT-Q103 induced, cytoprotection, ATP luminescence, 40 h; 230,000 tested, 0.14% active; Potency, µM (titrated, usually from 56.4 µM), for inactives: cytoprotection (ATP increase), most hits filed as activators; AID 1471;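 note: % of control where 0% means no effect; nearly all actives have a fitted effect of over 45% in size; toxic huntingtin expression switched on by the ecdysone agonist tebufenozide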
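Cells were plated at 1500 per well in phenol red-free DMEM with 5% equine and 5% calf serum. Tebufenozide (100 nM final) and compounds were added, then ATPlite reagent, and luminescence was read.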
An asterisk follows results filed as active; ? = inconclusive; . = no result given; & = joins results of further samples; [ ] = remark or other dose. Calls come from the whole dose curve; as a rule, active = well fitted curve in the direction sought with a large enough effect; inconclusive = small, poorly fitted or top-dose-only effect, or another doubt; inactive = no such curve, though single readings can be large; an effect the other way counts as inactive or inconclusive. Potency is the fitted concentration of half-maximal effect.

Sequence of screens: GAA glycogen mod	GAA inhib	Tau fibril FP	HTT ATP protect	Tau ThT inhib	GAA spleen mod	GLA spleen mod	Tau fluor counter
(1) CC(=O)NC1C(=O)N=C(SCC(=O)Nc2ccc(C(F)(F)F)cc2Cl)NC1=O (stereo not drawn)
→ 1%	0%	-3%	-10%	?	-2%	-10%	-6%
(2) COc1ccc(/C=C/C(=O)NC(=S)Nc2cc3oc4ccccc4c3cc2OC)cc1
→ 7%	6%	3%	13%[10 µM]	-17%	8%	5%	2%
(3) CC1Cc2ccccc2N1S(=O)(=O)c1cnc(Cl)c(Br)c1 (stereo not drawn)
→ -3%	.	2%	27%[10 µM]	-11%	1%	10%	-10%
(4) Cc1ccc(SCc2cc(=O)n(C)[nH]2)cc1
→ ?	-6%	?	-30%	2.2µM*	.	-3%	?
(5) O=C(CNC(=O)Cc1ccccc1)NCC(=O)OCc1ccccc1
→ 7%	7%	-7%	5%	2%	-13%	0%	-3%
(6) Cc1sc2c(c1C)c(=O)n(-c1ccc(Cl)cc1)c(=O)n2Cc1cc(=O)n2ccccc2n1
→ 4%[76.3 µM]	0%	0%&-1%	14%[10 µM]	-5%&2%	-10%	-5%	-16%&8%
(7) CCC(C)NC(=O)Cn1nc(C(F)(F)F)c2c1CCC2 (stereo not drawn)
→ 12%	-8%	-8%	15%[10 µM]	-12%	1%	1%	-9%
(8) COc1cccc(-c2nc(CS(=O)(=O)CC(=O)Nc3ccc(C)c(Cl)c3)c(C)o2)c1
→ 3%[76.3 µM]	.	?	.	2%	.	.	-11%
(9) COC(=O)c1ccc(Nc2nc(-c3ccccc3Cl)nc3ccccc23)cc1
→ 2%[76.3 µM]	.	13µM*	.	11%	.	.	?
(10) O=C(NC1CCCC1)C1c2ccccc2C(=O)N1C1CCCCC1 (stereo not drawn)
→ 1%	6%	-3%	-31%	-1%	-19%	-13%	-3%
(11) CCCCNC(=O)CCCCCNS(=O)(=O)c1ccc(Br)cc1
→ -3%	4%	6%	-28%	-7%	0%	2%	-7%
(12) Cc1ccc(-c2cc(C(=O)NC3=NCCS3)c3cc(Br)ccc3n2)o1
→ -3%	-12%	-4%	-17%[10 µM]	?	-5%	4%	?
(13) Cn1c(SCC(=O)OCc2ccccc2)nnc1-c1ccco1
→ 0%	-3%	-1%	?	-15%	-8%	-2%	-5%
(14) Cc1cc(C)nc(SCC(=O)Nc2ncc(C(F)(F)F)cc2Cl)n1
→ 3%	-1%	9%	?	-3%	-1%	3%	0%
(15) COc1ccc(-c2c[nH]c(=O)[nH]c2=O)cc1OC
→ 3%	-2%	-5%	45%[10 µM]	-2%	-5%	1%	-4%
(16) O=C(CSc1nnc(SCC(=O)c2ccco2)s1)c1ccco1
→ ?	-4%	1%	1%[10 µM]	-8%	-2%	4%	-8%
(17) Cc1c(C(N)=O)sc2ncn(CC(=O)N3CCC(C)CC3)c(=O)c12
→ -2%	-3%	-1%	13%	-9%	-2%	6%	-7%
(18) CCCOc1ccc(C(=O)CCC(=O)OCC(=O)Nc2cc(C)on2)cc1
→ 4%	?	-14%	-8%	-18%	-8%	4%	-14%
(19) COC(=O)c1ccccc1NC(=O)C1COc2ccccc2O1 (stereo not drawn)
→ -5%	-13%	4%	3%	-5%	-1%	10%	-13%
(20) Cc1ccccc1OCCNC(=O)c1ccccc1Sc1ccccc1C#N
→ -4%	-2%	-2%	-23%	-9%	-14%	-15%	-17%
(21) CCCn1cc(CN2CCN(Cc3ccc(C)o3)C(CCO)C2)c(C)n1 (stereo not drawn)
→ -10%	.	-5%	?	-8%	-16%	0%	-7%
(22) COC(=O)c1sccc1NC(=S)N1CCCCC1
→ -20%	2%	-8%	-10%	-3%	0%	?	-2%
(23) CC1=C(C(=O)Nc2ccccc2)C(c2cccs2)NC(=O)N1 (stereo not drawn)
→ 2%	-1%	-2%	.	-1%	2%	-3%	2%
(24) CCOCCCNC(=O)c1ccccc1SC
→ 3%	-3%	8%	-2%[0.074 µM]	5%	10%	11%	11%
(25) Cc1c(CNCc2ccc(Cl)cc2)c(C(=O)O)c(C)n1Cc1ccc(F)cc1
→ -13%[76.3 µM]	.	-7%	.	-2%	.	.	-9%
(26) COc1cccc(C2CC(c3ccccc3Cl)Nc3nc(N)nn32)c1 (stereo not drawn)
→ 3%	?	1%	-10%[10 µM]	-6%	0%	-10%	-7%
(27) CCOc1ccc(Nc2nc(C)c(NC(=O)c3ccc(C)cc3)c(Nc3ccc(OCC)cc3)n2)cc1
→ -10%[76.3 µM]	.	?	.	?	.	.	?
(28) O=C(NC1CCCCCC1)c1nnc(Cc2ccc(Cl)cc2)o1
→ 0%	-22%	7%	-20%	-4%	-1%	-9%	-15%
(29) O=C(OCC(=O)N1CCN(C(=O)COC(=O)c2ccncc2)CC1)c1ccncc1
→ -11%	-9%	0%	9%	6%	-12%	?	10%
(30) O=C(c1ccc(F)cc1)C1CCN(Cc2cn[nH]c2-c2ccc(F)cc2)CC1
→ 1%	-6%[15.4 µM]	-13%	13%[10 µM]	7%	-4%	0%	-3%
(31) O=C(Nc1ccccc1C(=O)NCc1ccco1)c1ccco1
→ -1%	-10%	-9%	0%	-8%	-3%	19%	-11%
(32) CCCCOc1ccc(C2OC34CCCCC3C(C#N)(C#N)C2(C#N)C(=N)O4)cc1 (stereo not drawn)
→ 2%	?	-7%	13%	-14%	15%	?	-7%
(33) COc1ccc(-n2c(Cc3cccn3C)nnc2SCC(=O)Nc2cccc(NC(C)=O)c2)cc1
→ -4%	-4%	-1%	-37%	-16%	2%	-6%	-17%
(34) CCN(CC)CCNC(=O)c1cc2c(=O)n(C)c3ccccc3c2n1C
→ 6%	-1%	6%	-16%	-6%	-6%	-5%	-4%
(35) CCOc1ccc(C(CC(=O)O)NC(=O)CCCOc2ccc(Cl)cc2C)cc1 (stereo not drawn)
→ 22%	-5%	4%	-31%	-2%	0%	2%	5%
(36) CCSCCOC(=O)C1=C(C)NC2=C(C(=O)CCC2)C1c1coc2ccccc2c1=O (stereo not drawn)
→ -14%	-10%	-6%	-6%	-14%	-7%	2%	-15%
(37) Fc1cccc(CSc2ccc3nnc(-c4ccccn4)n3n2)c1
→ -5%	5%	0%	45%	7%	8%	2%	9%
(38) COC(=O)NC(/C(C(=O)OC)=C(\C)NCc1ccccc1)c1cccs1 (stereo not drawn)
→ .	.	3%[11.6 µM]	-3%[10 µM]	-11%[11.5 µM]	2%[17.4 µM]	-1%[17.5 µM]	-10%[11.6 µM]
(39) COC(=O)c1ccccc1NC(=O)N1c2ccccc2CC1C (stereo not drawn)
→ -4%	-2%	-12%	-72%[inhibitor][0.074 µM]	?	-16%	-3%	-21%
(40) CCc1ccc(Nc2ccc(C(N)=O)cc2[N+](=O)[O-])cc1
→ 5%	7%	12%	17%[10 µM]	13µM*	-2%	3%	?

Full records, quoted from the list:
O=C(c1ccc(F)cc1)C1CCN(Cc2cn[nH]c2-c2ccc(F)cc2)CC1 reads GAA glycogen mod: 1%; GAA inhib: -6%[15.4 µM]; Tau fibril FP: -13%; HTT ATP protect: 13%[10 µM]; Tau ThT inhib: 7%; GAA spleen mod: -4%; GLA spleen mod: 0%; Tau fluor counter: -3%
COC(=O)c1sccc1NC(=S)N1CCCCC1 reads GAA glycogen mod: -20%; GAA inhib: 2%; Tau fibril FP: -8%; HTT ATP protect: -10%; Tau ThT inhib: -3%; GAA spleen mod: 0%; GLA spleen mod: ?; Tau fluor counter: -2%

Returning to the listing; the 6 compounds before the break are reprinted first.
Sequence of screens: GAA glycogen mod	GAA inhib	Tau fibril FP	HTT ATP protect	Tau ThT inhib	GAA spleen mod	GLA spleen mod	Tau fluor counter
(35) CCOc1ccc(C(CC(=O)O)NC(=O)CCCOc2ccc(Cl)cc2C)cc1 (stereo not drawn)
→ 22%	-5%	4%	-31%	-2%	0%	2%	5%
(36) CCSCCOC(=O)C1=C(C)NC2=C(C(=O)CCC2)C1c1coc2ccccc2c1=O (stereo not drawn)
→ -14%	-10%	-6%	-6%	-14%	-7%	2%	-15%
(37) Fc1cccc(CSc2ccc3nnc(-c4ccccn4)n3n2)c1
→ -5%	5%	0%	45%	7%	8%	2%	9%
(38) COC(=O)NC(/C(C(=O)OC)=C(\C)NCc1ccccc1)c1cccs1 (stereo not drawn)
→ .	.	3%[11.6 µM]	-3%[10 µM]	-11%[11.5 µM]	2%[17.4 µM]	-1%[17.5 µM]	-10%[11.6 µM]
(39) COC(=O)c1ccccc1NC(=O)N1c2ccccc2CC1C (stereo not drawn)
→ -4%	-2%	-12%	-72%[inhibitor][0.074 µM]	?	-16%	-3%	-21%
(40) CCc1ccc(Nc2ccc(C(N)=O)cc2[N+](=O)[O-])cc1
→ 5%	7%	12%	17%[10 µM]	13µM*	-2%	3%	?
(41) CCNC(=S)NNc1nncc2ccccc12
→ .	2%	-2%	-36%	-6%	-2%	-14%	-3%
(42) COC(=O)C(C)Oc1cc(OC(C)C(=O)OC)c2c(C)c(Cl)c(=O)oc2c1 (stereo not drawn)
→ 2%	?	2%	-16%	0%	22%	11%	-7%
(43) C/C(CC(=O)Nc1ccc([N+](=O)[O-])cc1)=N/NC(=O)C1C2CCCCC21 (stereo not drawn)
→ -3%	.	.	-2%[10 µM]	.	-2%	-1%	.
(44) CCCNC(=O)c1cccc(NC(=O)C(C)C)c1
→ 9%	8%	1%	-28%	6%	3%	-3%	4%
(45) CCOC(=O)c1c(NCc2ccc3c(c2)OCO3)c2ccccc2[nH]c1=O
→ -4%	0%	1%	12%[10 µM]	-6%	-8%	11%	-2%
(46) CC(=O)OCCNc1cc(SCc2ccco2)c2nonc2c1[N+](=O)[O-]
→ 11%	-4%	?	0%[10 µM]	7.1µM*	-6%	-9%	7.9µM*[quencher]
